Bioassay records from PubChem BioAssay.
KB-V1 MDR tox = kills drug-selected multidrug resistant KB-V1 cells; KB-V1 MDR cells viability, CellTiter-Glo, 72 h; Potency, µM (series often up to 46.1 µM), for the others: at the top dose activity change, negative = cytotoxicity, usual class: cytotoxic; hit rate 3.4% among 400,000; AID 1347076; also: potency is read from the fitted curve at half-maximal effect; % is scaled to controls: 0 for no effect and ±100 for the full control effect; nearly all actives have a fitted effect of over 60% in size
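Luminescent ATP read-out (CellTiter-Glo, 10 min) measures survival of drug-selected KB-V1 MDR cells after 72 h, 37 degrees C compound exposure. Medium: phenol-red-free DMEM, 10% FBS. Values from fitted concentration-response curves.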
D3 antag = blocks the human D3 dopamine receptor. D3R cells, DiscoveRx beta-arrestin luminescence, antagonist mode; stronger effect = lower value. max response, negative = inhibition, %. hit rate 2.5% among 360,000. AID 652054. P35462; in the data active = max response below about -50%; inconclusive = no clear call, values can overlap the other calls; also: % is scaled to controls: 0 for no effect and ±100 for the full control effect; mostly tested at two doses, the higher about 12 µM
Target sequence (P35462 whole entry, looked up): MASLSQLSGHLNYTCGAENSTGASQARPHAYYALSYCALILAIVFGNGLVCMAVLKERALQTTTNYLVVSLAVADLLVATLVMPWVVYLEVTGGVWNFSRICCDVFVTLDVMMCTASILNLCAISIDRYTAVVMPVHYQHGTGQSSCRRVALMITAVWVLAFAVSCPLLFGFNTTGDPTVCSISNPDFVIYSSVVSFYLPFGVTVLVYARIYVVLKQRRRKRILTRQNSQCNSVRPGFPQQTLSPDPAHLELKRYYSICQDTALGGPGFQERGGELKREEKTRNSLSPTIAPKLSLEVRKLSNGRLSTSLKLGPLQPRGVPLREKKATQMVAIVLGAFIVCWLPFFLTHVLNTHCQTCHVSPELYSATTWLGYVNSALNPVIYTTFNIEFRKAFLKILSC
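Cells plated overnight at 1500 cells/well, then exposed to library compounds with dopamine controls for 90 minutes at 37 degrees C. DiscoveRx reagent added for 30–60 minutes at room temperature; luminescence read, quantitative HTS format.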
D3 ag = agonists of human D3 dopamine receptor. D3R DiscoveRx beta-arrestin cells, luminescence, 90 min. hit rate 0.58% among 410,000. max activation, %; in the data active = max activation above about 30%; also: 0% is about no effect; mostly tested at two doses, the higher about 12 µM
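Cells at 1500/well, incubated overnight, then treated with pinned compounds (dopamine as control) for 90 min at 37 degrees C. DiscoveRx reagent added for 30 - 60 minutes at room temperature; luminescence read.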
PTHR1 ag = activates the human parathyroid hormone receptor PTHR1 | Q03431 | HEK293 GP2 PTHR1 cells, GloSensor cAMP luminescence, 1 h | Potency, µM (series often up to 115 µM), for the others: at the highest dose activation, actives largely listed as activators | hit rate 0.075% among 410,000 | AID 743266; also: potency is read from the fitted curve at half-maximal effect; nearly all actives have a fitted effect of over 55% in size; some results filed as inactive show a strong effect at the top dose; inactives centre near -15; many of its hits are not listed in these tables
Target sequence (Q03431 whole entry, looked up): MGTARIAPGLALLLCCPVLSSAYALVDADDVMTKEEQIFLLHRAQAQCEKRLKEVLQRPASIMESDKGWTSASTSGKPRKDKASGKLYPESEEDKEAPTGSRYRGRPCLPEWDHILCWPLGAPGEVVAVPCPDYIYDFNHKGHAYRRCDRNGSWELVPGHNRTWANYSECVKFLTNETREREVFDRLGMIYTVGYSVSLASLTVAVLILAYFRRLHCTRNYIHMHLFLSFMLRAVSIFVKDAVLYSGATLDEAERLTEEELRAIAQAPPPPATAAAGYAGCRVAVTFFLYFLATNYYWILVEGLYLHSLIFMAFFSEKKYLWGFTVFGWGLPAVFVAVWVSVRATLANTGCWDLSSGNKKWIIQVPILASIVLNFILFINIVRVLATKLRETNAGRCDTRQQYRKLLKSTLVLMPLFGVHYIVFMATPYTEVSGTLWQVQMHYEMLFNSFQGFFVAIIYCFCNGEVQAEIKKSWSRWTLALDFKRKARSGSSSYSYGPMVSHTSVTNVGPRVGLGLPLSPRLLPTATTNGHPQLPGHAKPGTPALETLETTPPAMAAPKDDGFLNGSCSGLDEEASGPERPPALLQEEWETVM
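HEK-293-derived GP2 cells expressing PTHR1 and a GloSensor cAMP reporter, 3,000/well, plated overnight, given luciferin plus IBMX (each 0.5 mM as added) for 1 h at 37 °C, then compound for 1 h at 37 °C. Luminescence was read after 15 min at room temperature.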
TDP-43 yeast inh = inhibitors of TDP-43 toxicity in yeast; AID 652104; hit rate 1.8% among 410,000; TDP-43 expressing yeast growth rescue, BacTiter-Glo, 24 h; Potency, µM (highest dose often 46.1 µM), inactives show at the top dose growth rescue (activation), most hits filed as activators; also: potency is read from the fitted curve at half-maximal effect; % of control where 0% means no effect; nearly all actives have a fitted effect of over 50% in size
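Cell-based yeast growth screen: TDP-43 expression induced in galactose, inoculum OD600=0.02 after raffinose pregrowth to mid-log. Read-out BacTiter-Glo luminescence at 24 hr, 30 deg C; inhibition of toxicity seen as signal increase.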
HEK293 tox = cytotoxicity in counter-screen for GLP-1R inverse agonists; HEK293 cAMP-luciferase reporter cells, luminescence, 24 h; Potency, µM (doses to about 38.3 µM), for inactives: at the top dose activity change, negative = inhibition, hits mostly inhibitors; hit rate 0.13% among 410,000;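 also: loss of luciferase light is scored as toxicity; potency is read from the fitted curve at half-maximal effect; % is scaled to controls: 0 for no effect and ±100 for the full control effect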
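Cells in DMEM/10% Nu serum/1% pen-strep, 1536-well format. Pre-incubated 12 h, dosed with 23 nL compound, incubated a further 24 h. Luciferase detection, 12 min at room temp, luminescence.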
GLP-1R inv ag = inverse agonists of human GLP-1 receptor | AID 624417 | Potency, µM (highest dose often 38.3 µM), for inactives: at the highest dose activity change, negative = inhibition, usual class: inhibitors | hit rate 1.6% among 410,000 | HEK293 GLP-1R CRE-luciferase, luminescence, 24 h; GLP-1R form is constitutively active | P43220; also: potency is read from the fitted curve at half-maximal effect; % is scaled to controls: 0 for no effect and ±100 for the full control effect; nearly all actives have a fitted effect of over 55% in size
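Inverse agonists were sought by their lowering of basal cAMP reporter luciferase output in HEK293 cells stably carrying constitutively active human GLP-1R, after 24 h compound treatment.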
GLP-1R agonist = GLP-1 receptor (human) agonism; HEK293 GLP-1R CRE-luciferase, luminescence, 4-6 h; cells express a hypersensitive GLP-1R form; Potency, µM (titrated, usually from 45.6 µM), for the others: top-dose activation, most hits filed as activators; hit rate 0.007% among 380,000; AID 624172; also: potency is read from the fitted curve at half-maximal effect; % of control where 0% means no effect
aSyn rescue = alpha-synuclein toxicity inhibition in yeast; Potency, µM (doses to about 46.1 µM), for inactives: top-dose growth rescue (activation), most hits filed as activators; Yeast expressing alpha-synuclein, growth rescue, BacTiter-Glo, 24 h; AID 652106; hit rate 0.14% among 370,000; also: potency is read from the fitted curve at half-maximal effect; % of control where 0% means no effect; nearly all actives have a fitted effect of over 65% in size
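Readout is rescue of growth in alpha-synuclein-expressing yeast, so inhibitors of toxicity appear as activators. Growth after 24 hr at 30 deg C in galactose medium is quantified by luminescence.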
* marks the source's active call; other numbers are inactive results; i = inactive; ? = inconclusive; nt = no result given; & = joins results of further samples; [ ] = another dose, or the depositor's remark. Unless noted, calls follow the shape of the dose curve; as a rule, active = well fitted curve in the direction sought with a large enough effect; inconclusive = small, poorly fitted or top-dose-only effect, or another doubt; inactive = no such curve, though single readings can be large; an effect the other way counts as inactive or inconclusive.

SMILES	KB-V1 MDR tox	D3 antag	D3 ag	PTHR1 ag	TDP-43 yeast inh	HEK293 tox	GLP-1R inv ag	GLP-1R agonist	aSyn rescue
COC(=O)c1c(C)[nH]c(C(=O)CSc2ccc(Cl)cc2)c1C	?	-3	-3	-96%[inhibitor]	1%	?	-18%	-29%	28%
O=C(NCc1ccc(F)cc1)C1CCCN1S(=O)(=O)c1cccc2nsnc12 (stereo not given)	-10%	-1	-9	i	4%	-8%	?	3%	-1%
CC(=O)N/N=C(\C)CC(=O)Nc1cccc(C(F)(F)F)c1	-2%	-12	-7	4%	-9%	-1%	?	5%	-1%
CC(C)c1ccc(S(=O)(=O)c2nnn3c2nc(NCC2CCCO2)c2ccccc23)cc1 (stereo not given)	4%	2	1	i	12%	0%	2%	-3%	1%
Cc1cc(Cl)c(C)c(S(=O)(=O)Oc2ccccc2NC(=O)CCC(=O)O)c1Cl	-5%	-5	17	?	11%	1%	9%	-6%	9%
O=C(Nc1ccccc1C(=O)NC1CC1)c1ccc([N+](=O)[O-])o1	?	-63*	2	i	?	-17%	71%[activator]	0%	1%
C=CCn1c(C)nnc1SCC(=O)c1[nH]c(C)c(C(C)=O)c1C	0%	4	-1	-5%	-18%	-6%	37%[activator]	4%	-2%
COc1cccc(-c2nc(CCl)cs2)c1OC	?	6	-3	-7%	14µM*	-12%	43%[activator]	8%	1%
NC(=NCCc1ccc(Cl)cc1)NS(=O)(=O)c1ccccc1	0%	11	16	i	2%	1%	-31%	-3%	0%
Cc1cc(OCC(O)CN(CCO)CCO)ccc1Cl (stereo not given)	-10%	-26	1	i	7%	2%	?	0%	-5%
C/C(=N\NC(=O)c1ccccc1)C1C2C=CC(C2)C1(C)C (stereo not given)	-30%	13	3	-20%	2%	6%	?	-1%	1%
CCOc1ccc(CCNC(=O)CS(=O)(=O)Cc2nc(-c3cccc(Cl)c3)oc2C)cc1	?	nt	-9	-5%	-23%	-2%	?	1%	nt
Cc1cc(S(=O)(=O)N2CCOCC2)ccc1F	14%	14	-3	-7%[57.5 µM]	-8%	-10%	4%	-5%	-14%
COc1ccc(CC(=O)Oc2ccccc2C)cc1	?	10	-1	i	?	-9%	28%	4%	-4%
O=C(Cn1c(=O)c2cccn2c2ccccc21)Nc1cc(F)ccc1F	2%	-8	3&8	i	11%&16%	-3%&-4%	-29%&-2%	2%	3%
COc1cc(Cl)c(C)cc1NC(=O)CN1CCN(C(=O)C2CC2)CC1	21µM*	-7	3	-15%	10%	12%	?	2%	-5%[1.84 µM]
CCC1=Nc2cc(C(=O)NCCCOC)ccc2Sc2ccc(Br)cc21	?	nt	-7	-3%	?	?	?	-3%	nt
O=C(/C=C/c1ccco1)Nc1ccccn1	?	-11	-2	i	-13%	?	?	-1%	-9%
CC(=O)Nc1ccc(NC(=O)c2ccccc2N(Cc2ccccc2)S(C)(=O)=O)cc1	5%	23	-2	i	15%	3%	-3%	-1%	-1%
Cc1cccc(NC(=O)c2oc3ccccc3c2NC(=O)c2cc(=O)c3ccccc3o2)c1	?	nt	10	i	8%	1%	-1%	nt	nt
O=C(Cc1ccccc1F)Nc1cc(S(=O)(=O)N2CCCC2)ccc1Cl	0%	-4	1	i	14%	2%	-2%	15%	-4%
COc1cccc(NC(=O)CN(C)C(=O)Cc2n[nH]c(=O)c3ccccc23)c1	-12%	17	4	?	9%	1%	8%	-1%	1%
Cc1c(NC(=O)c2ccccc2F)c(=O)n(-c2ccccc2)n1C	7%	8	13	-16%	-15%	5%	7%	12%	-2%
O=C(OCc1cc([N+](=O)[O-])cc2c1OCOC2)c1ccccn1	1%	-4	-3	i	-8%	-6%	6%	-2%	-3%
O=C(CC1N=C2c3ccccc3N=C(SCc3cccc(F)c3)N2C1=O)NC1CCCCC1 (stereo not given)	16%	nt	-4	i	1%	1%	?	nt	nt

Among those listed so far, three contain a furan ring, fused or not:
SMILES	KB-V1 MDR tox	D3 antag	D3 ag	PTHR1 ag	TDP-43 yeast inh	HEK293 tox	GLP-1R inv ag	GLP-1R agonist	aSyn rescue
O=C(Nc1ccccc1C(=O)NC1CC1)c1ccc([N+](=O)[O-])o1	?	-63*	2	i	?	-17%	71%[activator]	0%	1%
O=C(/C=C/c1ccco1)Nc1ccccn1	?	-11	-2	i	-13%	?	?	-1%	-9%
Cc1cccc(NC(=O)c2oc3ccccc3c2NC(=O)c2cc(=O)c3ccccc3o2)c1	?	nt	10	i	8%	1%	-1%	nt	nt

Quoted from the listing.
Reading for COc1ccc(CC(=O)Oc2ccccc2C)cc1 in D3 ag: -1
Reading for NC(=NCCc1ccc(Cl)cc1)NS(=O)(=O)c1ccccc1 in D3 ag: 16
Reading for O=C(Cn1c(=O)c2cccn2c2ccccc21)Nc1cc(F)ccc1F in GLP-1R inv ag: -29%&-2%

Structural class, the entries above with an NH in an aromatic ring
SMILES	KB-V1 MDR tox	D3 antag	D3 ag	PTHR1 ag	TDP-43 yeast inh	HEK293 tox	GLP-1R inv ag	GLP-1R agonist	aSyn rescue
COC(=O)c1c(C)[nH]c(C(=O)CSc2ccc(Cl)cc2)c1C	?	-3	-3	-96%[inhibitor]	1%	?	-18%	-29%	28%
C=CCn1c(C)nnc1SCC(=O)c1[nH]c(C)c(C(C)=O)c1C	0%	4	-1	-5%	-18%	-6%	37%[activator]	4%	-2%
COc1cccc(NC(=O)CN(C)C(=O)Cc2n[nH]c(=O)c3ccccc23)c1	-12%	17	4	?	9%	1%	8%	-1%	1%

Further compounds follow:
SMILES	KB-V1 MDR tox	D3 antag	D3 ag	PTHR1 ag	TDP-43 yeast inh	HEK293 tox	GLP-1R inv ag	GLP-1R agonist	aSyn rescue
O=C(O)C1=C[C@@H](c2ccc(C(F)(F)F)cc2)C[C@@H](OCc2ccc(CO)cc2)O1	18µM*	-8	14	-2%	21%	-4%	7%	-4%	0%
Cc1ccc2cc(CN(C)C(=O)C3CCCO3)c(=O)[nH]c2c1 (stereo not given)	-10%	?	2	-12%	7%	-4%	0%	17%	7%
CC(C)(C)c1ccc(C(=O)N2CCC2(C)C(=O)NCCC#N)cc1 (stereo not given)	4%	24	14	i	25%	3%	1%	-2%	8%
COc1ccccc1N1CCN(C(=O)CCn2c(=O)[nH]c3ccsc3c2=O)CC1	3%	5	1	0%[57.5 µM]	-6%	-14%	-2%	-8%	-4%
O=C(Nc1cccc(-c2ccc(N3CCCCC3)nn2)c1)C(F)(F)F	?	-20	-1	-55%[inhibitor]	9%	-4%	?	-10%	0%
COc1ccc(/C=N/NC(=O)c2ccccc2OCc2ccccc2)c(OC)c1	-18%	11	11	-24%	-9%	-5%	?	20%	-6%
CC1(C)C(=O)NCCN1C(=O)c1ccc2nc(Cc3ccccc3F)oc2c1	-8%	5	2	-36%[inhibitor]	9%	9%	7%	3%	-4%
C=CCNC(=O)CN(c1cccc(Br)c1)S(C)(=O)=O	12%	16	-4	-2%	2%	-2%	-3%	-5%	4%
COCCNC(=O)c1cc2c(=O)n(C)c3ccccc3c2n1C	?	16	0	-33%	4%	-23%	6%	-2%	1%
COc1ccc2c(c1)c1c(c(=O)n(-c3ccccc3C)c(=O)n1Cc1cccc(C(F)(F)F)c1)n2C	-22%	nt	-18	-10%	16%	1%	-1%	0%	nt
COc1ccc(CN(C)C(=O)C23CC4CC(CC(Cl)(C4)C2)C3)c(OC)c1OC	-30%	-10	-15	i	-1%	19%	?	2%	-7%
COc1cccc(CNC(=O)C2CCCN(c3cnccn3)C2)c1 (stereo not given)	-26%	3	-4	-12%	-20%	-7%	-10%	0%	-5%
O=C(NNc1ccccc1[N+](=O)[O-])Nc1ccc(F)cc1	8%	2	-20	-9%	9%	6%	-13%	5%	3%
N#Cc1ccc(-c2csc(NC(=O)C3CC3)n2)cc1	?	9	-1	-6%	0%	2%	2%	-1%	1%
O=C1NC(=O)C(=Cc2ccccc2[N+](=O)[O-])S1	?	?	-10	-24%	-6%	?	61%[activator]	0%	-4%
O=C(Nc1cc(Cl)ccc1Cl)C1CC(=O)N(c2ccc(Br)cc2)C1 (stereo not given)	-27%	-55*	-11	-55%[inhibitor][57.5 µM]	-3%	2%	6%	10%	-4%
Cc1ccnc(NC(=O)CCC(=O)N(CC(=O)NC2CCCCC2)C2CCCC2)c1	11%	23	12	i	16%	-20%	16%	-5%	7%
CC1CCN(Cc2nnnn2CCCC(=O)N(C)C2CCOC2)CC1 (stereo not given)	-10%	-6	2	i	2%	6%	38%[activator]	-2%	3%
CCOc1cc(CN2CCN(Cc3ccc(C)o3)C(CCO)C2)ccc1OC (stereo not given)	-18%	-29	0	-3%	0%	6%	40%[activator]	8%	-7%
Cc1ccccc1C(=O)Nc1c(-c2cccs2)c(=O)c2ccccc2n1C	-7%	-27	-13	i	-14%	3%	3%	1%	?
COc1ccc(CN2C(=O)CSC2c2ccncc2)cc1 (stereo not given)	-19%	12	11	0%	-4%	6%	5%	0%	2%
Brc1ccccc1OCCCn1cnc2ccccc21	-15%	32	-6	-26%	?	-5%	17%	12%	1%
COC(=O)c1ccc(C2Nc3ccccc3NC3=C2C(=O)CC(C)(C)C3)cc1 (stereo not given)	-7%	?	-4	i	1%	-2%	14%	0%	-1%
CC(C)OCCCNC(=O)c1ccc(NS(C)(=O)=O)cc1	13%	15	2	i	-10%	3%	0%	-6%	-7%

These rows are one share of the data; count on the stated rates, not on these rows.
